RGS4 pot: RGS4 potentiators or activators, primary screen, cell-based, HEK293 M3R inducible RGS4, calcium flux; carbachol calcium flux Fluo4; stronger effect = lower value; B-score at 10 µM; 310,000 tested, 0.92% active; AID 463111, 2010;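 active = B-score of the integrated calcium signal more than 4 SD below the library mean, with starting fluorescence not abnormally high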;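 note: negative B-score means reduced calcium response which marks RGS4 activation or potentiation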
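Reagent: ECmax carbachol challenge; Test system: M3R-expressing HEK293 line, RGS4 induced by doxycycline; Schedule: overnight RGS4 induction, 30 min dye load 37 °C, 20 min compound RT; Detection: calcium dye Fluo4 fluorescence; Read-out: Agonist-evoked peak-minus-minimum fluorescence over baseline, integrated ratio, B score.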
MrgX1 antag: antagonists of human MrgX1 receptor, primary screen, HEK293 cells, Fluo-4 calcium flux; Mas-related G-protein coupled receptor member X1 (Homo sapiens), Q96LB2; B-score at 10 µM; 310,000 tested, 1.3% active; BAM8-22 antagonism; stronger effect = lower value;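 active = calcium-response B-score plate-corrected more than 3 library SD below zero, starting fluorescence within 5 deviations, no agonist response on first addition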;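 note: peak minus trough fluorescence over baseline after final BAM8-22 challenge near maximal dose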
MrgX1 allo act: positive allosteric modulators of MrgX1, primary screen, HEK293 cells, Fluo-4 calcium flux; FDSS; stronger effect = higher value; AID 588675, 2011; 310,000 tested, 0.63% active; Mas-related G-protein coupled receptor member X1 (Homo sapiens), Q96LB2; B-score at 10 µM;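 active = plate-corrected calcium response at least 3 library SD above typical, normal starting fluorescence, not activating the receptor alone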;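 note: compound read alongside a low EC10 to EC30 dose of BAM8-22 agonist; peak minus trough fluorescence over baseline measured at the second addition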
TRPC4 inh: inhibitors of mouse TRPC4 channel, primary screen, Fluo4 calcium, HEK293 TRPC4beta/mu-opioid cells; DAMGO-evoked Fluo4 calcium flux; stronger effect = lower value; B-score at 10 µM; 300,000 tested, 0.39% active; Short transient receptor potential channel 4 (Mus musculus), Q9QUQ5; AID 2247, 2010;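 active = B-score over 3 SD under the library average, no early fluorescence shift, positive overall ratio signal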
Target sequence (Q9QUQ5 whole entry, looked up): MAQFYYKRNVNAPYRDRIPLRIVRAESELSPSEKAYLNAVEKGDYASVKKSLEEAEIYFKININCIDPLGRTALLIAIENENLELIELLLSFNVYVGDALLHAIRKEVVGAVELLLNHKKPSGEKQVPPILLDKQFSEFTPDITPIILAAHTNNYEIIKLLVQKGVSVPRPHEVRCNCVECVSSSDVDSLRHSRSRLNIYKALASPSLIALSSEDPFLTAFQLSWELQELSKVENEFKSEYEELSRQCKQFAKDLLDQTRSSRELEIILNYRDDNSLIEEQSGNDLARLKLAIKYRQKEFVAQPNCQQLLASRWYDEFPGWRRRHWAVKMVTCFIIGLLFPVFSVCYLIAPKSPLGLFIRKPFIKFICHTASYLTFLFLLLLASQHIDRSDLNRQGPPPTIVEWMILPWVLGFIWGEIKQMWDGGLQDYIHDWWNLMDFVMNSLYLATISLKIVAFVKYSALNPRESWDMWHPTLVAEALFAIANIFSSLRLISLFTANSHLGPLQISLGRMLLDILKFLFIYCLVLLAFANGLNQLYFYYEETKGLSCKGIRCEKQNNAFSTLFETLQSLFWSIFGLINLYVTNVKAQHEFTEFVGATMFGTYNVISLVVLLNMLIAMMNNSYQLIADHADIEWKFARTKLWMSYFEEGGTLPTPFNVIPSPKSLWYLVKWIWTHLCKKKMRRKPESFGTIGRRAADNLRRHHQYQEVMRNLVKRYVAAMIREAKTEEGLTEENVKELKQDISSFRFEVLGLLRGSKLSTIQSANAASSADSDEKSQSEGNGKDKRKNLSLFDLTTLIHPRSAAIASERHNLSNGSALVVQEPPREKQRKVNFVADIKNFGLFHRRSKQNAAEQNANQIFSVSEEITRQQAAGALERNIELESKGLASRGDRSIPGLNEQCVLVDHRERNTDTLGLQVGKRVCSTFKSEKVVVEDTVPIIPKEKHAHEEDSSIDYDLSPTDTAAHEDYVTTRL
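Assay system: TRPC4beta/mu-opioid receptor HEK293 cell line; compound dosing: single concentration per test compound; detection: Fluo4 Ca2+ flux fluorescence; evaluation: per-well B score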
MrgX1 agonist: agonists of human MrgX1 receptor, primary screen, HEK293 cells, Fluo-4 calcium flux | Fluo-4 calcium fluorescence, agonist mode; stronger effect = higher value | B-score at 10 µM | 310,000 tested, 0.44% active;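 active = calcium response B-score plate-corrected fluorescence ratio at least 3 library SD, with starting fluorescence B-score inside 5 SD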
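Assay system: stable human MrgX1 HEK293 cell line. Quantity: 15,000 cells per well. Schedule: cells plated overnight, dye loaded 0.5 h 37 °C, 0.5 h room temperature. Detection: Fluo-4 NW calcium-flux fluorescence, kinetic read. Read-out basis: peak-minus-minimum fluorescence over baseline, converted to B scores. Control set: positive and negative control wells on each plate.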
TRPC6 activator: mouse TRPC6 channel activators, primary screen, cell-based, HEK293, membrane potential dye; HEK293-TRPC6 membrane potential dye fluorescence; stronger effect = higher value; B-score at 10 µM; 310,000 tested, 0.13% active; AID 2550, 2010;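 active = B-score of the integrated fluorescence ratio above library mean plus 3 SD, and starting fluorescence ratio within library mean plus 5 SD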;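 note: higher score means more depolarization so channel activation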
TRPC6 inhibitor: mouse TRPC6 channel inhibitors, primary screen, cell-based, HEK293, membrane potential dye; Short transient receptor potential channel 6 (Mus musculus), Q61143; ACh-evoked depolarization; stronger effect = lower value; B-score at 10 µM; 310,000 tested, 1.1% active; AID 2553, 2010;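 active = B-score under library mean minus 3 SD, initial fluorescence not abnormally high, positive integrated signal ratio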;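 note: B-score derived from integrated fluorescence ratio over the kinetic read; more negative B-score means stronger inhibition of depolarization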
SKKanGAS inh: S. pyogenes SKKanGAS growth inhibitors in kanamycin, primary screen, streptokinase expression inhibitor project, SKKanGAS strain, BacTiter-Glo luminescence; 6 h; inhibition, % at 7.5 µM; 300,000 tested, 1.3% active; AID 1662, 2009;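 active = mean replicate score, as percent of positive control median, at least 50; inconclusive = mean below 50 but one replicate at or above 50; inactive = mean and every replicate below 50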;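 note: strain carries kanamycin resistance gene driven by streptokinase promoter and grows in 40 µg/ml kanamycin; loss of luminescence reflects streptokinase promoter inhibition or plain growth inhibition; 0% = median of DMSO wells and 100% = positive control at its reference dose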
HIF activator: HIF pathway transcriptional activators, primary screen, cell-based, U2OS HRE-luciferase, luminescence; 300,000 tested, 0.32% active; activation, % at 7.5 µM (by protocol); AID 1910, 2009; U2OS HRE-luciferase reporter; normalized: DMSO 0%, desferrioxamine 100%;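 active = mean activation of at least 10% of the iron chelator positive control signal, with at least half of replicates also reaching 10%; inconclusive = mean and replicate majority disagree about reaching 10%; inactive = mean and most replicates under 10%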
Platelet DG rel: inhibitors of platelet dense granule secretion, primary screen, cell-based, MLPCN, human platelets; human platelet-rich plasma, SFLLRN dense granule ATP release, luminescence; inhibition, %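 (compounds screened at 7.5 µM in platelet-rich plasma)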; 300,000 tested, 0.22% active; AID 1663, 2009;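 active = mean replicate score, as percent of positive control, at or above 50; inconclusive = mean below 50 but at least one replicate at or above 50; inactive = mean and every replicate below 50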
RGS4 inh: RGS4 inhibitors, primary screen, cell-based, HEK293 M3R inducible RGS4, calcium flux; Regulator of G-protein signaling 4 (Homo sapiens), P49798; Fluo-4 calcium flux; stronger effect = higher value; triggered by carbachol at its EC20; B-score at 10 µM; 310,000 tested, 0.45% active; AID 463165, 2010;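 active = B-score, a plate-corrected calcium signal, over three deviations above library mean, with baseline fluorescence within five deviations of library mean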;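 note: RGS4 expression induced by doxycycline in cells with stable M3 receptor; B-score is computed from the integrated fluorescence ratio over baseline after carbachol; higher B-score means a larger calcium signal and so more RGS4 inhibition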
Active calls of the source: *; i = inactive; ? = inconclusive; . = not tested or not shown.

SMILES | RGS4 pot | MrgX1 antag | MrgX1 allo act | TRPC4 inh | MrgX1 agonist | TRPC6 activator | TRPC6 inhibitor | SKKanGAS inh | HIF activator | Platelet DG rel | RGS4 inh
CCOC(=O)C1=C(N)Oc2ccc3ccccc3c2C1c1ccc(O)cc1 (stereo not drawn) | i | i | i | i | i | i | i | ? | -0.6 | -7 | i
CCC1(CC)NC(=O)N(CC(=O)OCC(=O)NC(=O)c2ccccc2)C1=O | i | i | i | i | i | i | i | 0 | 0.2 | 4 | i
COc1ccc(CNC(=S)N/N=C/c2ccncc2)cc1 | i | i | i | i | i | i | i | -4 | -0.1 | -7 | i
Cc1ccc(CNC(=O)c2oc3ccc(S(=O)(=O)N4CCOCC4)cc3c2C)cc1 | i | i | i | i | i | i | i | 1 | . | -7 | i
COc1ccc(C2C(C(=O)NCc3ccccn3)c3ccccc3C(=O)N2C)cc1OC (stereo not drawn) | i | i | i | i | i | i | i | 4 | -0.6 | 5 | i
CC1(c2nnc(-c3cccc(Cl)c3)o2)CC(c2cccc(F)c2)=NO1 (stereo not drawn) | i | i | i | i | i | i | i | -7 | 1.2 | -5 | i
CCN(CC)C(=O)CP(=O)(c1ccccc1)c1ccccc1 | i | i | i | i | i | i | i | 0 | -0.5 | -9 | i
O=C(Nc1ccccc1C(=O)NCc1ccco1)Nc1cccc2ccccc12 | i | i | i | i | i | i | i | 4 | 1.3 | 1 | i
C[C@@H]1C=C[C@](Cc2ccccc2)(C(=O)NCC2CC2)N1C(=O)c1ccccc1 | i | i | i | i | i | i | i | 9 | 4.7 | 2 | i
Cc1ccc(NCc2nnc3n2CCCCC3)c(C)c1 | i | i | i | i | i | i | i | -20 | -0.3 | -6 | i
CC(C)CCOc1ccc(C(=O)N2CCN(c3ncccn3)CC2)cc1 | i | i | i | i | i | i | i | -8 | 0.6 | -11 | i
Cc1ccc(N(C(=O)c2cccs2)C2C=CS(=O)(=O)C2)cc1 (stereo not drawn) | i | i | i | i | i | i | i | -1 | . | -2 | i

One compound at a time (already shown). Order of screens: RGS4 pot	MrgX1 antag	MrgX1 allo act	TRPC4 inh	MrgX1 agonist	TRPC6 activator	TRPC6 inhibitor	SKKanGAS inh	HIF activator	Platelet DG rel	RGS4 inh
CCN(CC)C(=O)CP(=O)(c1ccccc1)c1ccccc1 reads i	i	i	i	i	i	i	0	-0.5	-9	i
COc1ccc(CNC(=S)N/N=C/c2ccncc2)cc1 reads i	i	i	i	i	i	i	-4	-0.1	-7	i
Cc1ccc(CNC(=O)c2oc3ccc(S(=O)(=O)N4CCOCC4)cc3c2C)cc1 reads i	i	i	i	i	i	i	1	.	-7	i

Going on with the list.
SMILES | RGS4 pot | MrgX1 antag | MrgX1 allo act | TRPC4 inh | MrgX1 agonist | TRPC6 activator | TRPC6 inhibitor | SKKanGAS inh | HIF activator | Platelet DG rel | RGS4 inh
COc1ccc(-c2nnc(C3CCN(S(=O)(=O)c4ccccc4)CC3)o2)cc1 | i | i | i | i | i | i | i | -4 | -0.3 | 1 | i
O=C(CCNC(=O)N1CC(=O)Nc2ccccc21)NCc1cccc(Cl)c1 | i | i | i | i | i | i | i | -3 | 2.4 | -6 | i
O=C(/C=C/c1c(F)cccc1Cl)N1CCOCC1 | i | i | i | i | i | i | i | 7 | 0.8 | 6 | i
c1nc(Nc2ccc(N3CCOCC3)cc2)c2ccsc2n1 | i | i | i | i | i | i | i | -5 | 1.8 | -2 | i
CC(=O)Nc1ccc(SCCC2CCCCN2C)cc1 (stereo not drawn) | i | i | i | i | i | i | i | 3 | -0.5 | -9 | i
O=C(Nc1ccc(N2C(=O)c3cccc4cccc(c34)C2=O)cc1)c1ccc(N2CCCCC2)c([N+](=O)[O-])c1 | i | i | i | i | i | i | i | 16 | 0.0 | 4 | i
CC(=O)Nc1cc(NC(C)=O)ncn1 | i | i | i | i | i | i | i | -2 | -1.7 | -1 | i
O=C(CN1CCN(S(=O)(=O)c2ccc(Br)cc2)CC1)Nc1ccccc1C(=O)c1ccccc1 | i | i | i | i | i | i | i | 19 | -3.4 | -11 | i
CCOC(=O)c1nnc2c(Br)c(-c3ccccc3)nn2c1C | i | i | i | i | i | i | i | 34 | -0.8 | -6 | i
CS(=O)(=O)C1=NN2C(=N)/C(=C\c3ccc(OCCOc4ccccc4)cc3)C(=O)N=C2S1 | i | i | i | i | i | i | i | 21 | 0.8 | -1 | i
CCN(CC)CC#CCC(O)(c1ccccc1)c1ccc(Br)cc1 (stereo not drawn) | -7.8* | i | i | i | i | i | i | 4 | -0.7 | 24 | i
Cc1ccc(CNS(=O)(=O)c2ccc(C)s2)cc1 | i | i | i | i | i | i | i | -11 | 0.0 | -8 | i

For convenience, some entries already given:
SMILES | RGS4 pot | MrgX1 antag | MrgX1 allo act | TRPC4 inh | MrgX1 agonist | TRPC6 activator | TRPC6 inhibitor | SKKanGAS inh | HIF activator | Platelet DG rel | RGS4 inh
O=C(Nc1ccc(N2C(=O)c3cccc4cccc(c34)C2=O)cc1)c1ccc(N2CCCCC2)c([N+](=O)[O-])c1 | i | i | i | i | i | i | i | 16 | 0.0 | 4 | i
CC(=O)Nc1cc(NC(C)=O)ncn1 | i | i | i | i | i | i | i | -2 | -1.7 | -1 | i
O=C(CN1CCN(S(=O)(=O)c2ccc(Br)cc2)CC1)Nc1ccccc1C(=O)c1ccccc1 | i | i | i | i | i | i | i | 19 | -3.4 | -11 | i
CCOC(=O)c1nnc2c(Br)c(-c3ccccc3)nn2c1C | i | i | i | i | i | i | i | 34 | -0.8 | -6 | i

A different layout for 2 compounds above:
| mol | RGS4 pot | MrgX1 antag | MrgX1 allo act | TRPC4 inh | MrgX1 agonist | TRPC6 activator | TRPC6 inhibitor | SKKanGAS inh | HIF activator | Platelet DG rel | RGS4 inh |
| --- | --- | --- | --- | --- | --- | --- | --- | --- | --- | --- | --- |
| CCOC(=O)c1nnc2c(Br)c(-c3ccccc3)nn2c1C | i | i | i | i | i | i | i | 34 | -0.8 | -6 | i |
| CS(=O)(=O)C1=NN2C(=N)/C(=C\c3ccc(OCCOc4ccccc4)cc3)C(=O)N=C2S1 | i | i | i | i | i | i | i | 21 | 0.8 | -1 | i |
